ALOX15B inhib: inhibitors of human 15-lipoxygenase 2 (ALOX15B); 110,000 tested, 0.56% active; purified 15hLO-2, xylenol orange hydroperoxide absorbance; AID 881; Potency, µM (doses to about 57.1 µM), for inactives: at the highest dose activity change, negative = inhibition, actives largely listed as inhibitors; active means well fitted inhibition curve with a large enough effect; inconclusive means small, poorly fitted or top-dose-only effect; inactive means no such curve, though single readings can be large or run the other way; further: nearly all actives have a fitted effect of over 60% in size; many of its hits are not listed in these tables
Target sequence (O15296 whole entry, looked up): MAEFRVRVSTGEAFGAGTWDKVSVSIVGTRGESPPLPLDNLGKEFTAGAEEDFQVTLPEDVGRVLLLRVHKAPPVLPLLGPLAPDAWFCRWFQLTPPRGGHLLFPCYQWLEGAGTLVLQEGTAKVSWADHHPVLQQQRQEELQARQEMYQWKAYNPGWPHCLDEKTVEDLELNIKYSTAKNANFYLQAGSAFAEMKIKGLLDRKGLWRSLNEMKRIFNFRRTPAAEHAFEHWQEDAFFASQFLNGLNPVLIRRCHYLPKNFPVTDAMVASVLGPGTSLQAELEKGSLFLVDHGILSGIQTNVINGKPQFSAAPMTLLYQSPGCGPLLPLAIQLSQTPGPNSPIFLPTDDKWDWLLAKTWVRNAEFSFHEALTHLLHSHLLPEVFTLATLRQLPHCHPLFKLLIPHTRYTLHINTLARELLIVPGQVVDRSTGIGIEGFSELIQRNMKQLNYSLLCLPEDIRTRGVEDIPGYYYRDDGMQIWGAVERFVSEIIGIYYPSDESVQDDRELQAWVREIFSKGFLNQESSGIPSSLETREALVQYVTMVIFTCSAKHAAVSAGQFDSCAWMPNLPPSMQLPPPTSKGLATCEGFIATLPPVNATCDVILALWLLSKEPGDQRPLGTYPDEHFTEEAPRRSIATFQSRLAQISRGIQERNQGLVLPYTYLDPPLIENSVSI
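Enzyme 50 nM, AA 45 uM, 25 mM Hepes pH 7.5 + 0.01% Triton X-100; cpd preinc 15 min RT, rxn 90 min RT; stop/detect with 200 uM XO + 300 uM Fe(II) in 50 mM H2SO4, 30 min; A573/A405.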
* marks the source's active call; other numbers are inactive results; ? = inconclusive; [ ] = another dose, or the depositor's remark. On the % scale 0 is the no-effect control and ±100 the full control effect; potency means the concentration at half of the fitted maximal effect. Some of the compounds tested; the hit share may differ from the screen's.

SMILES	ALOX15B inhib
COc1cccc(-c2nc(NCCN3CCOCC3)c3ccccc3n2)c1	7.8%
CS(=O)(=O)Nc1cccc(-c2ccc3ncnc(NCc4cccs4)c3c2)c1	51.5%[activator]
COc1ccccc1CNc1ncnc2ccc(-c3ccccc3C#N)cc12	33.7%[activator]
COc1ccccc1CNc1cc(-c2ccccc2Cl)ncn1	2.7%
COc1ccccc1-c1nc(NCCc2cnc[nH]2)c2ccccc2n1	2.3%
COc1ccc(CNc2cc(-c3ccccc3OC)ncn2)c(OC)c1	-12.6%
CN1CCN(c2ncnc3ccc(-c4cccnc4)cc23)CC1	-1.6%
CN(C)c1nc(-c2ccc3c(c2)OCO3)nc2ccccc12	-15.6%
CN(C)C(=O)c1ccc(-c2cc(NCc3ccccc3)ncn2)cc1	-1.2%
O=c1cnc2cncnc2n1Cc1ccccc1	-7.0%
CN(C)c1ncc2nc(-c3ccc(Cl)cc3)c(=O)n(CCC#N)c2n1	7.6%
COCCn1c(=O)c(-c2cccs2)nc2cnc(N3CCN(C)CC3)nc21	-12.4%
Cn1c(=O)c(CCc2ccccc2)nc2cnc(N3CCOCC3)nc21	-0.6%
COCCn1c(=O)c(C)nc2cnc(N3CCOCC3)nc21	-6.5%
Cc1noc(C)c1-c1cncnc1-n1ccnc1	-0.4%
O=c1c(-c2cc(F)cc(F)c2)nc2cnc(N3CCOCC3)nc2n1Cc1cccs1	-7.9%
CNc1cc(-c2ccccc2C)ncn1	?
Cn1c(=O)c(-c2cccc(F)c2)nc2cncnc21	6.5%
COc1ccccc1-c1nc(NCCN2CCOCC2)c2ccccc2n1	14.2%
COc1ccc(CNc2nc(-c3c(C)noc3C)nc3ccccc23)c(OC)c1	14.2%

Shown with bars between the fields: entries from further up.
molecule | ALOX15B inhib
CN1CCN(c2ncnc3ccc(-c4cccnc4)cc23)CC1 | -1.6%
CN(C)c1nc(-c2ccc3c(c2)OCO3)nc2ccccc12 | -15.6%
CN(C)C(=O)c1ccc(-c2cc(NCc3ccccc3)ncn2)cc1 | -1.2%
O=c1cnc2cncnc2n1Cc1ccccc1 | -7.0%

Exported as comma-separated lines: part of the list above.
mol,ALOX15B inhib
O=c1cnc2cncnc2n1Cc1ccccc1,-7.0%
O=c1c(-c2cc(F)cc(F)c2)nc2cnc(N3CCOCC3)nc2n1Cc1cccs1,-7.9%

Next section:
SMILES	ALOX15B inhib
COCCn1c(=O)c(C)nc2cnc(Oc3cccc(Cl)c3)nc21	-4.2%
COc1ccc(CNc2ncncc2-c2ccc(C(=O)N(C)C)cc2)c(OC)c1	-3.8%
COc1ncc2nc(-c3cccs3)c(=O)n(C)c2n1	-9.3%
COc1cccc(Cn2c(=O)c(CCc3ccccc3)nc3cncnc32)c1	-6.1%
CN1CCN(c2ncc3ncc(=O)n(C[C@H]4CCCO4)c3n2)CC1	1.7%
COc1ccc(CNc2ccnc(-c3cccc(C#N)c3)n2)c(OC)c1	22.3%
COc1ccc2[nH]cc(CCNc3cc(-c4ccccc4C)ncn3)c2c1	0.1%
c1ccc2c(NCCN3CCOCC3)nc(-c3ccc4c(c3)OCO4)nc2c1	14.0%
CNc1nc(-c2c(C)noc2C)nc2ccccc12	-1.9%
CC(=O)NCCNc1ncnc2ccc(-c3ccccc3C(F)(F)F)cc12	0.4%
COc1ccccc1CCn1c(=O)c(-c2ccc(F)c(F)c2)nc2cncnc21	-2.0%
FC(F)(F)c1ccccc1-c1ccc2ncnc(NCc3cccs3)c2c1	57.4%[activator]
COCCn1c(=O)c(-c2ccccc2)nc2cnc(Oc3ccc(OC)cc3)nc21	0.7%
Cn1c(=O)c(-c2cccs2)nc2cnc(N3CCNCC3)nc21	-3.7%
CN(C)c1ncc2nc(-c3ccccc3)c(=O)n(CCc3ccccc3)c2n1	1.4%
COc1cccc(Cn2c(=O)c(-c3ccc(Cl)cc3)nc3cnc(OC)nc32)c1	-5.0%
N#Cc1ccccc1-c1ccc2ncnc(NCc3cccnc3)c2c1	4.2%
Cc1noc(C)c1-c1nc(NC2CCNCC2)c2ccccc2n1	29.1%
COCCn1c(=O)c(-c2ccc(Cl)cc2)nc2cnc(N3CCOCC3)nc21	-3.8%
COCCn1c(=O)c(-c2cccc(C#N)c2)nc2cnc(Oc3ccc(OC)cc3)nc21	0.4%

An excerpt of these results, field by field.
CN(C)c1ncc2nc(-c3ccccc3)c(=O)n(CCc3ccccc3)c2n1
  ALOX15B inhib = 1.4%
CC(=O)NCCNc1ncnc2ccc(-c3ccccc3C(F)(F)F)cc12
  ALOX15B inhib = 0.4%
COCCn1c(=O)c(-c2ccc(Cl)cc2)nc2cnc(N3CCOCC3)nc21
  ALOX15B inhib = -3.8%

Following part.
SMILES	ALOX15B inhib
COc1cccc(-c2ccc3ncnc(NCc4ccccc4)c3c2)c1	62.1%[activator]
COc1ccccc1-c1nc(NCc2cccnc2)c2ccccc2n1	-7.9%
CN1CCN(c2ncnc3ccc(-c4ccc(C(=O)N(C)C)cc4)cc23)CC1	-2.9%
COCCn1c(=O)c(-c2cn(C)c3ccccc23)nc2cnc(Oc3cccc(Cl)c3)nc21	-2.8%
CN(C)c1ncc2nc(-c3cc(F)cc(F)c3)c(=O)n(Cc3ccc(F)cc3)c2n1	2.1%
COc1ccc(-c2nc3cnc(OC)nc3n(CCc3ccccc3)c2=O)cc1	-2.0%
O=c1cnc2cnc(N3CCOCC3)nc2n1Cc1cccs1	-5.1%
COc1ccccc1CNc1ncnc2ccc(-c3ccc(C(=O)N(C)C)cc3)cc12	15.5%
CN(Cc1ccco1)c1ncnc2ccc(-c3ccccc3Cl)cc12	30.6%[activator]
Cc1ccccc1-c1ccc2ncnc(N(C)C)c2c1	29.6%
COCCn1c(=O)cnc2cnc(N3CCN(C)CC3)nc21	8.8%
CNc1ccnc(-c2cccc(NS(C)(=O)=O)c2)n1	-8.0%
CN1CCN(c2ncc3nc(-c4ccccc4)c(=O)n(CCc4ccccc4)c3n2)CC1	36.5%[activator]
CN(C)c1ncc2nc(-c3cc(F)cc(F)c3)c(=O)n(-c3ccccc3)c2n1	-10.8%
COc1ccc2[nH]cc(CCNc3ncnc4ccc(-c5ccccc5OC)cc34)c2c1	53.0%[activator]
N#Cc1cccc(-c2nc3cnc(Oc4cccc(Cl)c4)nc3n(C3CC3)c2=O)c1	-5.1%
CS(=O)(=O)Nc1cccc(-c2cc(Nc3ccccc3)ncn2)c1	3.7%
O=c1c(-c2ccc(F)cc2)nc2cnc(N3CCOCC3)nc2n1C1CC1	-7.2%
CN1CCN(c2ncc3nc(-c4cc(F)cc(F)c4)c(=O)n(CCc4ccccc4)c3n2)CC1	28.1%
Cc1cnc(CNc2ncnc3ccc(-c4c(C)noc4C)cc23)cn1	-15.8%
CCNc1ncc2nc(-c3cn(C)c4ccccc34)c(=O)n(C)c2n1	-4.5%
COc1cccc(Cn2c(=O)c(C)nc3cnc(Nc4ccccc4)nc32)c1	-9.3%
Cc1noc(C)c1-c1nc(Nc2ccccc2)c2ccccc2n1	-13.6%
Cc1noc(C)c1-c1ccc2ncnc(NC3CCNCC3)c2c1	30.3%[activator]
Cc1cccc(CNc2ccnc(-c3ccccc3C(F)(F)F)n2)c1	14.5%
COc1ccc(CNc2ncncc2-c2ccc(N(C)C)cc2)c(OC)c1	-10.1%
COc1ccc(-c2nc3cnc(N4CCOCC4)nc3n(C[C@H]3CCCO3)c2=O)cc1	-5.6%
COCCn1c(=O)c(-c2cccc(C#N)c2)nc2cnc(OC)nc21	-8.3%
O=c1c(-c2cccs2)nc2cnc(Oc3ccccc3)nc2n1Cc1cccs1	-4.4%
Cn1c(=O)c(-c2ccc(Cl)cc2)nc2cncnc21	-6.2%
COCCNc1ncnc2ccc(-c3ccc(N(C)C)cc3)cc12	39.4%[activator]
CN(C)c1ncc2nc(-c3cc(F)cc(F)c3)c(=O)n(CCC#N)c2n1	-7.3%
CN1CCN(c2ncncc2-c2cccnc2)CC1	9.6%
COc1ccccc1-c1nc(N(C)Cc2ccco2)c2ccccc2n1	-6.6%
COc1cccc(Nc2ncc3nc(-c4cccs4)c(=O)n(CCC#N)c3n2)c1	-1.3%
Fc1ccc(Nc2ccnc(-c3ccc4c(c3)OCO4)n2)cc1	14.7%
Cc1nc2cnc(N3CCOCC3)nc2n(C)c1=O	-5.6%
COCCn1c(=O)c(C)nc2cnc(N(C)C)nc21	-6.8%
COc1ccc(-c2nc3cnc(N4CCOCC4)nc3n(C)c2=O)cc1	2.4%
COc1ncc2nc(C)c(=O)n(Cc3ccc(F)cc3)c2n1	-7.7%
Cc1noc(C)c1-c1ccc2ncnc(NCc3cccs3)c2c1	8.8%
CN(Cc1ccco1)c1ncncc1-c1ccccc1C(F)(F)F	-5.2%
COCCn1c(=O)c(-c2ccc(Cl)cc2)nc2cnc(Oc3cccc(Cl)c3)nc21	-6.0%
COc1ccc(CNc2cc(-c3ccoc3)ncn2)c(OC)c1	29.3%
COCCn1c(=O)c(CCc2ccccc2)nc2cnc(Oc3ccccc3)nc21	-10.2%
c1cncc(CNc2ccnc(-c3ccc4c(c3)OCO4)n2)c1	2.1%
N#Cc1cccc(-c2nc3cnc(N4CCOCC4)nc3n(Cc3ccc(F)cc3)c2=O)c1	2.1%
Cc1nc2cncnc2n(C2CC2)c1=O	-12.3%
COc1cccc(Nc2ncc3nc(C)c(=O)n(C[C@H]4CCCO4)c3n2)c1	-7.7%
c1cncc(CNc2ncnc3ccc(-c4ccoc4)cc23)c1	13.6%
CN1CCN(c2ncnc3ccc(-c4cccc(NS(C)(=O)=O)c4)cc23)CC1	23.7%
COCCn1c(=O)c(-c2cccs2)nc2cnc(N3CCNCC3)nc21	18.7%
Cc1ccccc1-c1ccc2ncnc(N3CCNCC3)c2c1	20.8%
Cc1nc2cnc(N3CCNCC3)nc2n(Cc2cccs2)c1=O	10.5%
COc1ccc(-n2c(=O)c(C)nc3cnc(OC)nc32)cc1	-6.8%
COc1ccc(Oc2ncc3nc(-c4cccs4)c(=O)n(CCC#N)c3n2)cc1	-12.4%
CNc1nc(-c2ccc3c(c2)OCO3)nc2ccccc12	24.0%
COc1ccc(-n2c(=O)c(CCc3ccccc3)nc3cnc(N4CCOCC4)nc32)cc1	-10.4%
Cc1nc2cnc(N3CCOCC3)nc2n(C[C@H]2CCCO2)c1=O	-11.3%
CN(C)C(=O)c1ccc(-c2ccc3ncnc(N4CCOCC4)c3c2)cc1	1.1%

6 entries already listed, ordered by their value in ALOX15B inhib, smallest number first.
Structure	ALOX15B inhib
Cc1nc2cncnc2n(C2CC2)c1=O	-12.3%
COc1ccc(-n2c(=O)c(CCc3ccccc3)nc3cnc(N4CCOCC4)nc32)cc1	-10.4%
COc1ccc(-n2c(=O)c(C)nc3cnc(OC)nc32)cc1	-6.8%
Cc1noc(C)c1-c1ccc2ncnc(NCc3cccs3)c2c1	8.8%
COCCn1c(=O)c(-c2cccs2)nc2cnc(N3CCNCC3)nc21	18.7%
Cc1ccccc1-c1ccc2ncnc(N3CCNCC3)c2c1	20.8%

Additional entries:
SMILES	ALOX15B inhib
CN(C)Cc1ccccc1-c1cc(N(C)Cc2ccco2)ncn1	8.6%
CN(C)Cc1ccccc1-c1nc(NC2CC2)c2ccccc2n1	29.4%
COc1ccccc1CNc1cc(-c2ccccc2C(F)(F)F)ncn1	5.4%
COc1ccc(CNc2nc(-c3cccc(C#N)c3)nc3ccccc23)c(OC)c1	15.3%
CS(=O)(=O)Nc1cccc(-c2nc(-n3ccnc3)c3ccccc3n2)c1	1.7%
CNc1ncncc1-c1c(C)noc1C	2.7%
COc1ccccc1-c1cncnc1NCc1cccs1	8.8%
COc1ncc2nc(-c3ccc(Cl)cc3)c(=O)n(CCC#N)c2n1	-0.6%
COc1ccccc1CNc1ncncc1-c1cccnc1	-17.6%
Cc1nc2cnc(OCc3ccccc3)nc2n(C)c1=O	-5.3%
COCCn1c(=O)c(C)nc2cnc(Oc3ccc(OC)cc3)nc21	-0.7%
CN(C)Cc1ccccc1-c1nccc(Nc2ccc(F)cc2)n1	30.3%[activator]
Cc1ccccc1-c1nccc(NCc2cccs2)n1	9.7%
CN(C)c1ncc2nc(-c3ccc(F)cc3)c(=O)n(C)c2n1	-2.3%
CCNc1ncc2nc(-c3ccc(OC)cc3)c(=O)n(C)c2n1	22.9%
O=c1c(-c2cccs2)nc2cnc(N3CCOCC3)nc2n1Cc1cccs1	-3.1%
COc1cccc(-c2ccc3ncnc(N4CCOCC4)c3c2)c1	3.4%
CN(C)c1ccc(-c2cncnc2-n2ccnc2)cc1	0.4%
COCCn1c(=O)c(-c2cccc(C#N)c2)nc2cnc(N3CCOCC3)nc21	-6.5%
CN(C)c1ccc(-c2ccc3ncnc(-n4ccnc4)c3c2)cc1	47.6%[activator]
COc1ccccc1CNc1ncnc2ccc(-c3cccc(C#N)c3)cc12	45.8%[activator]
